# From PubChem
# NPY Y1 blocker: antagonists of human neuropeptide Y receptor Y1; P25929; HEK293-CNG Y1 cells, membrane potential fluorescence; NPY at EC95, then isoproterenol; inhibition, % at 3.6 µM; 200,000 compounds, 1% hits;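 active = inhibition above the campaign mean inhibition of all tested compounds plus 3 SD, cut at about 20% in these data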;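 note: 0% = DMSO wells given NPY plus isoproterenol and 100% = isoproterenol alone without NPY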
# Target sequence (P25929 whole entry, looked up): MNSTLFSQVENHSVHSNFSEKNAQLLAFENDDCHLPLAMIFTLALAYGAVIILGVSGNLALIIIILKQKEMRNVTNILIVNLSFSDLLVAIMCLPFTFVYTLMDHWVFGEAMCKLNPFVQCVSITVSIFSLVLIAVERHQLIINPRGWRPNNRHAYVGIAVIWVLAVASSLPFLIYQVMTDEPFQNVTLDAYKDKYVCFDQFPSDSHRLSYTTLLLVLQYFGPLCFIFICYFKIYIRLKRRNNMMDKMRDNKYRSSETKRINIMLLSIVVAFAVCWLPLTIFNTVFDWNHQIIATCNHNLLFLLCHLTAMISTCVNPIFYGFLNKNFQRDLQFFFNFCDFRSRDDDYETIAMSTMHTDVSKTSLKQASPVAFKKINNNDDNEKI
#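 Benchmarks – high control isoproterenol alone, low control NPY with isoproterenol · Material – HEK293 Y1/CNG channel cell line · Times – dye 3 h, compound 60 min room temperature, stimulation 45 min · Probe or stimulus – NPY (25 nM), isoproterenol (1 µM), Ro 20-1724 (25 µM) · Evaluation – % inhibition of NPY effect · Signal – fluorescence, membrane potential probe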
# EP2 modulator: modulates human prostaglandin E2 receptor EP2 signaling. induction, % at 25 µM. EP2-expressing cells, cAMP HTRF FRET, PGE2 co-stimulation. P43116. AID 940. 260,000 compounds, 0.83% hits;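 active = compounds whose cAMP rise, as percent of the full-agonist control response, exceeds 60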;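 note: rat C6 glioma line stably carrying human EP2 under a CMV promoter; the protocol text gives 20 µM as final concentration; 100% = response of wells given 1 µM PGE2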
# zfTRPN1 agonist: zebrafish TRPN1 (NompC) channel agonism; HEK293 zebrafish TRPN1-YFP, Fluo-8 calcium fluorescence; 100% = response to 87 µM carbachol; activation, % at 3 µM; 220,000 compounds, 0.18% hits;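 active = activation above its plate's cutoff, the mean activation of test wells on that plate plus 3 SD, cut at about 19% in these data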;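 note: 0% = DMSO alone and 100% = 87 µM carbachol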
#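 System: zebrafish TRPN1-YFP in HEK293 cells / Dosing: 3 µM single point / Timing: dye loading 1 h at 37 °C, then 30 min room temperature / Signal: Fluo-8 calcium fluorescence, excitation 470-495 nm, emission 515-575 nm / Read-out basis: percent activation from peak over basal fluorescence ratio, control-normalized / Control set: high carbachol 87 µM, low DMSO alone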
# 14-3-3 Bad PPI: disrupts binding of bovine 14-3-3 zeta to phospho-Bad peptide. P63103. TR-FRET 14-3-3zeta/Dy647-pBad peptide displacement, 1 h. inhibition, % at 21.7 µM. 220,000 compounds, 0.71% hits. AID 781;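 active = inhibition above about 70%, limit read from the data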;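 note: 0% = full 14-3-3 plus peptide FRET controls and 100% = background without 14-3-3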
# TRPML3 agonist: activates the human TRPML3 channel. HEK293 TRPML3-YFP, Fluo-8 calcium fluorescence; 100% = the carbachol control signal. Q8TDD5. 220,000 compounds, 0.29% hits. activation, % at 3 µM;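 active = activation above its plate's cutoff, the mean activation of the plate's test wells plus 3 SD, cut at about 12% in these data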;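 note: 0% = DMSO only wells and 100% = carbachol wells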
# Target sequence (Q8TDD5 whole entry, looked up): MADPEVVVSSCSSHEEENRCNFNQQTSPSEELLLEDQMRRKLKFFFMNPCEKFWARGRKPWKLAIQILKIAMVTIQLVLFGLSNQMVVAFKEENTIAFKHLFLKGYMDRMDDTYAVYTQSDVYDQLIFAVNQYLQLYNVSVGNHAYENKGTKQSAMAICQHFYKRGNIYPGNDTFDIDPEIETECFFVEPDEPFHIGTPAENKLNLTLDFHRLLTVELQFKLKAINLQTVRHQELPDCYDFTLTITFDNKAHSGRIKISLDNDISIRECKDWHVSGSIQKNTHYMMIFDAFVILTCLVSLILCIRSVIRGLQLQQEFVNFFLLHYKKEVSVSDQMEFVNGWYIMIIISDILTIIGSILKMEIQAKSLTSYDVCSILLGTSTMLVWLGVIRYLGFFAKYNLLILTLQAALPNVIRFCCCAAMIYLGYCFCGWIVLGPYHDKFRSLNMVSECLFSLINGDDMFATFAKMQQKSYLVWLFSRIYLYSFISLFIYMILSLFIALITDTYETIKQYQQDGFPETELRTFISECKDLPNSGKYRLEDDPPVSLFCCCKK
#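 Material: HEK293 cells stably carrying human TRPML3-YFP; compound dosing: single dose, 3 µM final nominal compound, 0.3% DMSO final; incubation: 1-h 37 °C dye load, 5-s basal, 120-s post-compound reads; technique: Fluo-8 intracellular calcium fluorescence, excitation 470-495 nm, emission 515-575 nm; read-out basis: percent activation from peak-to-basal fluorescence ratio, scaled between DMSO and carbachol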
# PGE2 EP2 inh: blocks the human prostaglandin E2 receptor EP2. P43116. AID 1422. C6 glioma cells expressing human EP2, cAMP TR-FRET; cells stimulated with saturating PGE2. 260,000 compounds, 0.52% hits. inhibition, % at 25 µM;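 active = percent inhibition above 40 after rounding to a whole number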;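 note: rat C6 glioma host cells with rolipram phosphodiesterase inhibitor present; the protocol text gives 20 µM as final concentration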
# PPC-1+TRAIL kill: kills PPC-1 cancer cells in the presence of TRAIL; PPC-1 cells + TRAIL, ATPLite viability luminescence; cell killing (% activity), % at 4 µM; 220,000 compounds, 0.41% hits;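 active = cell killing above 50% in the first pass at 4 µM, then a duplicate retest at 5 µM averaging 50% or more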;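 note: plate controls were cells with TRAIL plus DMSO for no effect and medium-only wells lacking cells for full effect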
# CHOP inh: CHOP inhibition in unfolded protein response; inhibition, % at 10 µM; 220,000 compounds, 3.8% hits; CHO-K1 CHOP-promoter luciferase, tunicamycin-induced, 15-18 h;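 active = compounds that reduced the stress-induced luciferase reporter signal by more than about 70% of percent inhibition, limit read from the data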;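 note: 0% = tunicamycin plus vehicle and 100% = wells without tunicamycin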
# NPY1 pot ag: potentiators or agonists of human neuropeptide Y receptor Y1; NPY-Y1 expressing cells, potentiator/agonist activation; activation, % at 3.6 µM; 220,000 compounds, 0.37% hits; AID 1304; in the data active = activation above about 33%, passing the limit was not always enough;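 note: cells stimulated with NPY at EC10 then isoproterenol at EC100; 0% = low agonist plus stimulus and 100% = saturating agonist plus stimulus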
# * = called active by the depositor; / = not tested or not shown; & = joins results of further samples; [ ] = dose if it differs, or a comment. Some of the compounds tested; the hit share may differ from the screen's.
SMILES,NPY Y1 blocker,EP2 modulator,zfTRPN1 agonist,14-3-3 Bad PPI,TRPML3 agonist,PGE2 EP2 inh,PPC-1+TRAIL kill,CHOP inh,NPY1 pot ag
CCOC(=O)C1CCCN(C(=O)c2sc3nc(C)nc(N4CCOCC4)c3c2C)C1 (centres undefined),1,-3,0.6,0,0.5,9,11,-11,7
COc1ccc(CNC(=S)N/N=C/c2ccncc2)cc1,20,-56,-0.9,-10,0.7,7,6,28,-29
COc1ccc(-c2[nH]ncc2/C=N\NS(=O)(=O)c2ccccc2)cc1OC,0,5,-0.5,10,-0.5,/,2,35,7
CC/C(=N/Nc1ccc(Cl)cc1)c1cnnc(SC)n1,2,21,1.5,-17,0.0,5,31,-13,-18
CC1(C)Cc2c(c(-c3ccccc3)nc(N3CCOCC3)c2C(N)=O)CO1,-2,8,-0.3,-5,0.5,13,0,7,22
CC(C)/C=C1\CC/C(=C\c2cccnc2)C1=O,3,-9,2.6,-16,0.2,9,3,-20,1
N#Cc1c(/N=C/c2cccnc2)sc2c1CCCC2,/,4,-0.7,0,-0.3,17,18,-1,-3
O=C1/C(=C/c2ccco2)Cc2ccccc21,13,-5,-1.5,1,0.3,15,-7,5,-27
COc1ccc(NC(=O)c2ccco2)cc1NC(=O)c1ccco1,-1,-15,1.3,-6,0.7,8,-10,8,6
CC(C)=CCC/C(C)=C/COc1ccc2ccc(=O)oc2c1,12,40&24,-2.0,-3,-0.2,9&9,-2,7,-17
CC(C(=O)NC1CCCCCC1)N(c1ccccc1)S(C)(=O)=O (centres undefined),1,11,-0.7,6,1.1,0,0,-24,-30
NS(=O)(=O)c1ccc(CCNC(=O)c2ccc(S(=O)(=O)N3CCCCC3)cc2)cc1,0,14,0.9,-5,-0.1,10,10,-6,14
CCOC(=O)C(=CNc1ccc(OC)cc1[N+](=O)[O-])C(=O)OCC,/,3,-0.6,-15,-0.5,11,-2,-16,42
CC1(C)CC2(CC(c3ccccc3)Oc3cc(O)ccc32)NC(=S)N1 (centres undefined),4,15,-0.3,3,0.0,6,-13,-18,23
O=C(CCCOc1ccccc1)NC(=S)Nc1ccccc1,17,21,-2.2,-11,-1.1,6,14,32,-14
O=C(NCCCN1CCC(Cc2ccccc2)CC1)C1CCN(S(=O)(=O)N2CCC3(CC2)OCCO3)CC1,3,1,2.4,-8,0.6,7,-8,12,-5
CCc1nnc(NC(=O)CSc2ccc(-c3nc4ccccc4[nH]3)cn2)s1,6,-16&-15,0.2,-8,0.3,20&6,36,-12,-18
Cc1c2cnn(CC(=O)N3CCN(c4ncccn4)CC3)c(=O)c2c(C)n1Cc1ccc(F)cc1,1,-1,0.7,-4[fluorescence artefact?],0.7,7,12,24,-3
CN1CCN(C2=C(Cl)C(=O)C(c3cnc(N4CCCCC4)s3)=C(Cl)C2=O)CC1,5,-57,0.6,83*[fluorescence artefact?],0.4,104*,6,100*,-3
COC(=O)c1ccn(C(=O)c2ccc(Cl)cc2)n1,-2,29,-0.1,4,0.0,/,13,-11,-8
COc1cc(NC(=O)C(C)Oc2ccccc2)cc(OC)c1 (centres undefined),-4,12,-0.2,43,-0.8,14,14,20,-4
COc1ccc(C2C(C#N)=C(N)Oc3c2sc2nc(C)cc(C)c32)cc1 (centres undefined),4,16,-1.2,9[fluorescence artefact?],0.4,16,38,-45,5
CN(C)CCCN(Cc1ccccc1)C(=S)Nc1ccc(OC(F)F)cc1,2,10,0.7,-3,0.4,13,17,-2,11
CCN1C(=O)/C(=C\N(C(C)=O)c2ccccc2)OC1=S,6,5,0.6,-3[fluorescence artefact?],0.2,10,26,6,-16
C=CCNC(=S)N/N=C/c1ccc(N(CC)Cc2ccccc2)cc1,0,-51,-0.7,-5[fluorescence artefact?],0.2,5,35,17,27

# Look-ups from the entries so far:
# Under NPY Y1 blocker, COc1ccc(CNC(=S)N/N=C/c2ccncc2)cc1 is entered as 20
# Under zfTRPN1 agonist, CC(C)/C=C1\CC/C(=C\c2cccnc2)C1=O is entered as 2.6

# (more compounds)
SMILES,NPY Y1 blocker,EP2 modulator,zfTRPN1 agonist,14-3-3 Bad PPI,TRPML3 agonist,PGE2 EP2 inh,PPC-1+TRAIL kill,CHOP inh,NPY1 pot ag
Cc1ccc(NC(=S)NCCC(c2ccccc2)c2ccccc2)c(C)c1,3,4,0.3,10,-1.1,11,-14,67,4
CC(=O)Nc1ccc(/C=N\NC(=O)CNS(=O)(=O)c2ccc([N+](=O)[O-])cc2)cc1,1,-55,-1.4,-2,-0.1,6,14,-18,-22
O=C(COC(=O)c1ccc([N+](=O)[O-])o1)Nc1cccc2ccccc12,1,-70,0.5,-22,0.1,5,15,-5,-2
Cc1[nH]ccc(=O)c1OCc1ccccc1,-2,18,0.1,4[fluorescence artefact?],0.8,11,4,16,18
CCOC(=O)NC1(C(F)(F)F)C(=O)N(Cc2ccccn2)C2=C1C(=O)CC(C)(C)C2 (centres undefined),-4,4,0.8,3,0.8,5,-2,10,7
O=C(c1cccs1)N1CCC(c2nc3c(nnn3Cc3ccccc3)c(=O)[nH]2)CC1,0,22,0.5,0,0.7,10,14,22,2
CCOC(=O)c1nc(S(C)(=O)=O)ncc1Cl,-1,2,-1.0,-6,0.1,15,-4,/,-10
COc1ccc(NC(=O)CCC(=O)c2cccs2)cc1S(=O)(=O)Nc1ccccc1Cl,0,-12,0.6,-17,0.8,5,-14,12,8
COc1ccc(N(CC(=O)NCC2CCCO2)C(=O)CCC(=O)Nc2nccs2)cc1 (centres undefined),-1,3&23,-0.5,0,0.2,9&15,/,36,-3
COc1ccc(CCNc2ccc(C(CC(N)=O)NC(=O)Cc3ccc(Br)cc3)cc2[N+](=O)[O-])cc1 (centres undefined),/,-15,/,4,/,19,14,16,/
COC(=O)/C(C#N)=C/c1c(Oc2cc(C)cc(C)c2)nc2ccccn2c1=O,/,-5,-0.5,-1,-0.1,10,8,31,16
CC(=O)Nc1ccc(-c2csc(Nc3ncccn3)n2)cc1,1,7,-0.8,-10,1.2,4,-3,-15,11
O=C(O)c1cccc(S(=O)(=O)Nc2cccc(S(=O)(=O)N3CCCCCC3)c2)c1,6,21,0.3,-9,0.7,2,34,21,1
Cc1ccc(NC(=O)CCC(=O)NNC(=O)CCc2ccccc2)c(C)c1,3,12,-1.2,-14,0.7,10,11,25,7
O=S(=O)(Cc1ccccc1Cl)N1CCN(Cc2ccc3c(c2)OCO3)CC1,18,-39,2.5,3,0.7,10,-2,8,-11
CCCCCCC(=O)N/N=C/c1ccco1,0,16,-0.3,-1,1.1,3,31,12,12
O=C(CS(=O)(=O)c1cccc(C(F)(F)F)c1)Nc1ccccc1Cl,2,7,-1.6,8[fluorescence artefact?],-0.4,9,8,43,-9
Cn1c2c(c(=O)n(C)c1=O)C(c1cccc(Br)c1)C1C(=O)c3ccccc3C1=N2 (centres undefined),5,/,0.1,/,0.6,/,/,/,8
O=C(Nc1ccc(-c2nc3ncccc3o2)cc1)c1ccco1,1,-22,0.2,-11[fluorescence artefact?],0.1,4,18,-55,3
CCOc1ccc(CN(CCO)CCO)cc1[N+](=O)[O-],6,30,-0.4,51,0.5,12,12,-6,11
CCOC(=O)Cc1csc(NC(NC(=O)CC)(C(F)(F)F)C(F)(F)F)n1,-1,65*,0.7,2[fluorescence artefact?],0.3,10,6,15,7
COc1ccc(-c2noc(CN3CCCCC3)n2)cc1OC,0,28,0.0,-4,-0.3,10,-8,4,4
COc1ccc2cc3cc(C(=O)NCCc4ccc(OC)c(OC)c4)oc3nc2c1,4,-29,3.6,7,2.4,/,23,10,15
CC(C)N1CCN(Cc2ccoc2)CC1CCO (centres undefined),-2,-16,0.4,9,1.0,3,9,12,14
Cc1cccc(C(=O)NC(NCc2ccco2)C(Cl)(Cl)Cl)c1 (centres undefined),4,23,-2.5,-3,0.0,15,-6,-24,14
SMILES,NPY Y1 blocker,EP2 modulator,zfTRPN1 agonist,14-3-3 Bad PPI,TRPML3 agonist,PGE2 EP2 inh,PPC-1+TRAIL kill,CHOP inh,NPY1 pot ag
O=C(C(=O)N1CCCc2ccccc21)c1c[nH]c2ccccc12,-5,24,2.6,-10,0.9,8,5,7,-4
COC1CCCCC1Nc1cccc(SC)c1 (centres undefined),7,32,-1.4,-1,-0.2,4,23,44,-7
CC(CCc1ccccc1)NC(=O)C1CCN(S(=O)(=O)N2CCOCC2)CC1 (centres undefined),9,14,0.0,1[fluorescence artefact?],0.2,4,-12,21,-3
C=CCOC(=O)C1=C(C)Nc2[nH]c(=O)[nH]c(=O)c2C1c1cccc(OC)c1 (centres undefined),10,6,-0.4,7,0.8,10,4,4,-13
Fc1ccc(-c2cn3cc(C(F)(F)F)cc(Cl)c3n2)cc1,14,-9,-0.8,-3[fluorescence artefact?],0.3,2,24,15,-13
Cc1ccc(S(=O)(=O)NC(CC(=O)N2CCc3ccccc32)c2ccco2)cc1 (centres undefined),2,0,-0.3,1,-0.2,10,-21,53,-1
COc1ccc(OC)c2c1sc(=NC(=O)c1ccco1)n2C,11,-3,-0.3,5,-0.1,11,6,31,-41
Cc1nc2cc(-c3ccccc3)sc2c(=O)n1N,-2,-26,2.2,4,0.8,4,65*[5 µM],74*,1
O=C1c2ccccc2C(=O)N1CCCc1nc(-c2ccccc2)no1,10,-9,-0.3,13,0.2,8,18,-16,-10
CC1(C)SC[C@H](C(=O)Nc2cccc(Cl)c2)N1C=O,/,-7,1.5,-1,0.1,4,12,0,7
O=C1NCCN1Cc1ccc(F)cc1,0,-27,2.1,-2,1.0,4,10,27,-34
Cc1cccc(C(C)(C)C)c1OCCOCCN1CCCC1,8,8,0.1,20[fluorescence artefact?],0.3,1,17,2,-12
O=C(CCNc1ccccc1)c1ccc2c(c1)OCO2,0,-11,-0.4,-8,0.3,9,0,-28,-8
Cc1nc2ncccn2c1-c1csc(NCc2ccco2)n1,-5,8,1.0,11,0.1,8,20,14,5
C/C=C(/C)C(=O)Nc1cccc(C2=NOC3(C2)C[C@@H](C(N)=O)N(C(=O)CC(c2ccccc2)c2ccccc2)C3)c1 (some centres undefined),/,3,/,-4,/,-1,19,2,/
CCCC(=O)Nc1ccc(NC(=O)c2ccccn2)cn1,-3,9,-0.3,9,0.3,12,-2,-5,13
Cc1ccc(NC(=O)Nc2ccc3c(c2)OCO3)nc1,1,-45,0.0,-2,0.9,2,-11,-7,-4

# EP2 modulator, what is marked active above.
SMILES | NPY Y1 blocker | EP2 modulator | 14-3-3 Bad PPI | TRPML3 agonist | CHOP inh | NPY1 pot ag
CCOC(=O)Cc1csc(NC(NC(=O)CC)(C(F)(F)F)C(F)(F)F)n1 | -1 | 65* | 2[fluorescence artefact?] | 0.3 | 15 | 7
